Source: PubChem BioAssay
TAAR1 agonist: agonists of human TAAR1; Q96RJ0; 360,000 tested, 0.99% active; activation, % at 3 µM; CHO RD-HGA16 TAAR1, Fluo-8 calcium fluorescence; vehicle wells 0%, saturating PEA agonist 100%;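 active = activation above the mean activation of all test compounds in the run plus 3 SD, cut at about 38% in these data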
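Repeats: no replicates (n 1) | Material: CHO-derived RD-HGA16 cells with stable Gα16 and human TAAR1 | Technique: Kinetic Fluo-8 calcium fluorescence | Schedule: 17-24 h seeding, 75 min 37 °C dye, 30 min RT | Evaluation: % activation from peak over basal fluorescence ratio, DMSO-to-PEA scaled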
CHRM1 antagonist: blocks human M1 muscarinic receptor | CHO-K1 hM1, Fluo-8 calcium fluorescence, ACh EC80 antagonist | inhibition, % at 3 µM | 360,000 tested, 1.3% active | AID 588852;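 active = percent inhibition above its own plate's cutoff, namely the mean of that plate's compound wells plus 3 SD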;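 also: peak over basal fluorescence ratio during 140 s after agonist addition; 0% = ACh EC80 plus DMSO and 100% = DMSO alone without agonist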
TAAR1 antagonist: antagonists of human TAAR1; Q96RJ0; CHO RD-HGA16 TAAR1, Fluo-8 calcium fluorescence, antagonist; inhibition, % at 3 µM; 360,000 tested, 1.5% active;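 active = inhibition above a per-plate cutoff, the mean inhibition of test compounds on that plate plus 3 SD, cut at about 49% in these data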;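 also: 0% = DMSO plus EC80 beta-PEA response and 100% = DMSO alone without agonist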
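Test system – hTAAR1-expressing CHO RD-HGA16 cells, Gα16-coupled · Also added – β-PEA at EC80 concentration, post-compound challenge · Compound – 3 µM, single point · Incubation – dye loading 75 min at 37 °C, then 30 min room temperature · Measured by – Fluo-8 intracellular calcium dye fluorescence, real-time kinetic reads · Benchmarks – vehicle and agonist controls · Replicates – singlicate, one well per test compound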
OXTR potentiator: potentiates the human oxytocin receptor response; P30559; CHO-OTR cells, Fluo-8 calcium fluorescence, potentiator mode; 0% = oxytocin EC15, 100% = EC100; activation, % at 3 µM; 320,000 tested, 0.061% active; AID 2445;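 active = activation above that plate's cutoff, the mean activation of tested compounds plus 3 SD, cut at about 6.6% in these data, passing the limit was not always enough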;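 also: 100% uses oxytocin at 75 nM as the full agonist control; some results filed as inactive read as strong as hits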
Target sequence (P30559 whole entry, looked up): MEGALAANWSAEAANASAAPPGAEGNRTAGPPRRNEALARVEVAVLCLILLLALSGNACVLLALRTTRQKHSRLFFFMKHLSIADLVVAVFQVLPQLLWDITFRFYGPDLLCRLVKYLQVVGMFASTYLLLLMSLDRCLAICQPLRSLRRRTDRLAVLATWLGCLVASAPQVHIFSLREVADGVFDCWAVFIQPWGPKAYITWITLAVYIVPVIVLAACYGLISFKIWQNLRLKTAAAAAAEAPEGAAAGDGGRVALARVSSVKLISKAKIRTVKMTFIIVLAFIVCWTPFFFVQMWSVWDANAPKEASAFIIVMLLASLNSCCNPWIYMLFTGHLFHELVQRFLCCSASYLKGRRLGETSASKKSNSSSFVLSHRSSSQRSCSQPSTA
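Assay system: CHO-OTR cells, human receptor / Also added: oxytocin at about EC15, sub-maximal agonist stimulus / Dosing: single dose, 3.0 µM nominal final compound concentration / Incubation: 6 min pre-incubation, 100 s read / Technique: Fluo-8 calcium dye fluorescence / Read-out: % activation vs EC15 and EC100 oxytocin / Benchmarks: EC15 oxytocin low, 75 nM oxytocin high / Replicates: singlicate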
CHRM1 PAM: human CHRM1 positive allosteric modulation; CHO-K1 hM1, Fluo-8 calcium fluorescence, ACh EC20; 0% = ACh EC20, 100% = maximal ACh; AID 588819; 360,000 tested, 0.088% active; P11229; activation, % at 3 µM; in the data active = activation above about 19%, passing the limit was not always enough
M1 ag: agonists of human M1 muscarinic receptor; P11229; CHO-K1 hM1, Fluo-8 calcium fluorescence, agonist mode; 0% DMSO, 100% acetylcholine EC100; activation, % at 3 µM; 360,000 tested, 0.33% active; AID 588814;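 active = activation above the run's mean compound activation plus 3 SD, cut at about 16% in these data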;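 also: peak over basal fluorescence ratio within a 140 s kinetic read after compound addition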
CHO parental Ca: counter-screen for OX1R antagonists: effect in parental CHO cells; 330,000 tested, 0.63% active; parental CHO-K1, ATP-induced calcium, Fluo-8 fluorescence; AID 463079; inhibition, % at 5.6 µM;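 active = inhibition above that plate's mean sample inhibition plus 3 SD, cut at about 26% in these data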;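 also: 0% = ATP-challenged DMSO wells and 100% = DMSO wells without ATP; some compounds past the cut are filed as inactive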
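material = parental CHO cells | also added = ATP as calcium-mobilizing challenge | dosing = single point at 5.6 µM | detection = intracellular calcium via Fluo-8 no-wash fluorescent dye | read-out = % inhibition | benchmarks = low control ATP plus DMSO, high control DMSO only | repeats = one well per compound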
V1R ag counter: counter-screen for oxytocin receptor agonists: human V1a receptor agonists. P37288. activation, % at 3 µM. CHO-V1R cells, Fluo-8 calcium fluorescence, agonist mode; 0% DMSO, 100% 3 nM vasopressin. 320,000 tested, 0.25% active;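 active = activation above the mean activation of all tested compounds plus 3 SD, per screening run, cut at about 20% in these data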;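 also: signal is peak over basal fluorescence ratio across a 100 second FLIPR read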
Target sequence (P37288 whole entry, looked up): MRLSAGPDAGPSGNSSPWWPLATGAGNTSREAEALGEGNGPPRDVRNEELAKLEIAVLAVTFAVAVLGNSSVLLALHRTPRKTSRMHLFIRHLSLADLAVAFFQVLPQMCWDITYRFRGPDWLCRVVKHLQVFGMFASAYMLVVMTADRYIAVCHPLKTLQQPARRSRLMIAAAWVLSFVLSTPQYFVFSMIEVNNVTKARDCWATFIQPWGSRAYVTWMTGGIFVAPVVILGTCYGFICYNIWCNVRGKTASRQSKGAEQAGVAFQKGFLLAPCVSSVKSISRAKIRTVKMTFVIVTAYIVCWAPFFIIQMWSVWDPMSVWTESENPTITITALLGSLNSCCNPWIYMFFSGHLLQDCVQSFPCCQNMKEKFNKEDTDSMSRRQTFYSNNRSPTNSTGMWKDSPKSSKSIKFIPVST
OXTR ag: human OXTR agonism. 320,000 tested, 0.32% active. activation, % at 3 µM. AID 2435. CHO-OTR cells, Fluo-8 calcium fluorescence; normalized: DMSO 0%, oxytocin 100%. P30559;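 active = activation above the mean of all tested compounds plus 3 SD, cutoff set per screening run, cut at about 20% in these data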;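 also: peak over basal fluorescence ratio from a 100 s FLIPR kinetic read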
Numbers without * were called inactive; · = not tested or not shown.

SMILES | TAAR1 agonist | CHRM1 antagonist | TAAR1 antagonist | OXTR potentiator | CHRM1 PAM | M1 ag | CHO parental Ca | V1R ag counter | OXTR ag
O=C(Nc1ccc(C(=O)N2CCCCC2)cc1)C1CCCCC1 | 1 | -7 | 16 | -7 | 5 | -2 | -10 | 0.9 | 0.1
CCNC(=O)O/N=C(\C)c1sc(-c2ccccc2)nc1C | 13 | -8 | 3 | -1 | -3 | -4 | -24 | -0.2 | -1.3
CC(C)(C)NC(=O)NC(=O)COC(=O)c1cccc(OC(F)F)c1 | 0 | -5 | -31 | -16 | 0 | -8 | -11 | 0.2 | -1.6
O=C(CNC(=O)c1ccc(Br)cc1)OCC(=O)c1ccccc1 | 1 | -6 | -6 | · | 2 | -1 | · | · | ·
COc1ccc(COCC(O)CN2CCCCC2)cc1OC (stereo not given) | 2 | -6 | -2 | -5 | 14 | -2 | -2 | -0.3 | 0.4
CCN(CC)S(=O)(=O)c1ccc(C(=O)NC(=S)N(CCC#N)Cc2cccnc2)cc1 | 0 | -2 | -1 | 0 | 13 | -5 | -4 | 0.9 | 1.1
COc1cc(/C=C(\C#N)c2nnc(N3CCOCC3)n2-c2ccccc2)ccc1O | 6 | 7 | 1 | 10 | 1 | -4 | -6 | 1.7 | 0.7
Nc1ccc(-c2cnc(-c3ccc(N)cc3)nc2)cc1 | 8 | -6 | 2 | -8 | 9 | -2 | -7 | 1.0 | 1.6
Cc1ccnc(N2CCC(C(=O)Nc3ccc4c(c3)OCCO4)CC2)n1 | 2 | 5 | 4 | -3 | -1 | -4 | -7 | -0.8 | -0.3
O=C(NNc1ccccc1F)C1CCC1 | 1 | -3 | 17 | -7 | 16 | 2 | -9 | -0.3 | 0.1
O=C(NCc1nc(-c2ccccc2)no1)Nc1ccc(F)cc1 | 9 | 13 | 13 | -6 | -1 | -5 | -12 | 2.2 | -0.2
O=C(c1cc2nc(-c3ccccc3)cc(-c3ccccc3)n2n1)N1CCN(C(=O)c2ccco2)CC1 | 8 | -9 | 43 | -11 | -1 | -2 | -21 | 0.2 | -2.0
O=C(Nc1cc(Sc2ccccn2)cc([N+](=O)[O-])c1)c1cccc(Cl)c1 | 4 | 6 | 19 | -3 | -5 | -4 | -5 | -0.1 | -1.3
CN(C)S(=O)(=O)c1ccc(C(=O)OCC(=O)c2csc(N3CCCCC3)n2)cc1 | 4 | 0 | 7 | -12 | -7 | -5 | -6 | 17 | 13
CCc1ccc(NC(=O)CN(CC(=O)Nc2ccc(CC)cc2)CC(C)O)cc1 (stereo not given) | 7 | -7 | -9 | -17 | 7 | -3 | -20 | 1.6 | 0.4
NC1=NC(=Nc2cccc(Cl)c2)c2ccccc21 | 1 | 4 | -24 | -3 | -4 | -3 | -8 | -0.7 | -1.1
C/C(=N\Nc1ccc(Cl)c(C(=O)O)c1)c1ccc2c(c1)OCO2 | 2 | -18 | 5 | -3 | 11 | -5 | 1 | 1.2 | 0.1
O=C1c2cccnc2C(=O)N1C1CCCCC1 | 2 | -14 | -7 | 1 | 3 | -5 | -11 | -0.3 | 0.7
O=C(Nc1ccccc1)C(=O)Nc1cccnc1 | 5 | 9 | -3 | -7 | -4 | 0 | -4 | 1.1 | 0.2
COC(=O)C(C(C)=O)C1=C/C(=N\S(=O)(=O)c2ccc(C)cc2)c2ccccc2C1=O (stereo not given) | · | -3 | · | -9 | -2 | -3 | -9 | 4.2 | 2.1
CCn1c(SCC(=O)N/N=C/c2c[nH]c3ccccc23)nnc1-c1ccc(C(C)(C)C)cc1 | 0 | 4 | 24 | -4 | 11 | -2 | -25 | 2.4 | -0.7
C=CCn1c(SC(C)C(=O)NCc2ccc3c(c2)OCO3)nc2scc(-c3ccccc3)c2c1=O (stereo not given) | 1 | 5 | 13 | -2 | 2 | -4 | -23 | 0.3 | 0.1
CC(NC(=O)Nc1ccccc1F)C(C)(C)C (stereo not given) | 9 | -7 | -19 | 4 | 7 | -7 | 2 | -0.3 | -1.1
CCOC(=O)Cc1csc(N/N=C/c2ccccc2)n1 | 12 | -16 | 16 | -3 | 5 | -5 | -7 | 3.0 | 0.2
O=c1cc(-c2ccc(O)c(O)c2)oc2cc(O)c([C@@H]3O[C@H](CO)[C@@H](O)[C@H](O)[C@H]3O)c(O)c12 | 5 | -4 | 3 | -4 | 9 | 1 | 9 | 0.1 | 1.4
More compounds.
SMILES | TAAR1 agonist | CHRM1 antagonist | TAAR1 antagonist | OXTR potentiator | CHRM1 PAM | M1 ag | CHO parental Ca | V1R ag counter | OXTR ag
CC(C)(C)NC(=O)c1cccc2c1OC(C)(C)C2 | -1 | 7 | -28 | 0 | -8 | -4 | -8 | -1.1 | -2.5
Cn1cccc1C(=O)OCc1cc(-c2ccco2)on1 | -1 | -1 | -28 | -6 | 5 | -4 | -3 | -1.8 | -1.6
CC1(C(=O)NS(=O)(=O)c2ccccc2)CCN1C(=O)c1ccccc1 (stereo not given) | 1 | 2 | -23 | · | 1 | -3 | · | · | ·
COc1ccc2c(c1)[C@H]1[C@H](CO2)[C@H](c2ccccc2)[C@]2(C)C(=O)Nc3cc(C)ccc3C(=O)N12 | 7 | 3 | 7 | 1 | -5 | -8 | -11 | 1.2 | 1.4
CCC(=O)c1ccc(OCC(=O)Nc2cccc(S(=O)(=O)N(C)c3ccccc3)c2)cc1 | 16 | 56* | 76* | -12 | -26 | 3 | 44* | 11 | 11
CCc1cccc(C)c1Nc1nc2ccccc2n2cnnc12 | -1 | -4 | -15 | -2 | 7 | -2 | -12 | 1.3 | 0.5
CNC(=O)CSc1nc2cc(S(=O)(=O)Nc3ccc(OC)cc3)ccc2o1 | 5 | 4 | -8 | -14 | -2 | 2 | -7 | 6.6 | 6.3
CC(=O)COc1ccc2c(-c3ccccc3)cc(=O)oc2c1C | 6 | -17 | -1 | -8 | 15 | 1 | -6 | 0.7 | -1.6
CCCOc1cccc(C(=O)N2CCN(C(=O)C3CCCO3)CC2)c1 (stereo not given) | 0 | 0 | 0 | 2 | 6 | -1 | -12 | 0.5 | -0.4
COc1ccc2oc(C(=O)OCC(=O)N3CCC(C)CC3)c(C)c2c1 | 2 | -2 | -11 | -11 | 2 | -4 | 5 | 1.0 | -0.3
CC(C)NC(=O)COc1ccc2c(c1)C(=O)CC(C)(C)O2 | -1 | -3 | 13 | 4 | 9 | -2 | 1 | 0.3 | 0.5
CC(C)(CNC(=O)c1ccccc1F)CNC(=O)c1ccccc1F | 0 | -13 | -9 | -8 | 5 | -2 | -11 | 2.8 | -0.8
O=C(NC1CCCCC1)C1CCCN(S(=O)(=O)c2ccc(Br)s2)C1 (stereo not given) | 10 | -4 | -9 | -5 | 16 | -6 | -13 | -0.5 | -0.7
CC(C)(CO)CN1CCC(n2nccc2NC(=O)C2CCCC2)CC1 | 0 | -11 | -14 | 0 | 12 | -5 | 4 | 1.1 | 0.1
COC(=O)C1(O)CC(C(C)C)=NN1C(=O)c1ccc(Cl)cc1 (stereo not given) | 0 | -5 | 18 | -11 | 7 | -5 | -19 | 0.5 | -0.9
CC(=O)Nc1cccc(C(=O)OCC(=O)c2ccccc2Cl)c1 | 12 | 5 | -1 | -17 | -1 | 2 | 12 | 1.7 | 2.3
O=S(=O)(NCc1ccc(F)cc1)c1ccccc1Br | 1 | 2 | -17 | -1 | 3 | -6 | -4 | 0.0 | -0.1
CCN(CC)c1ccc(-c2nc3cnccc3n2C)cc1 | 3 | 39* | 8 | -5 | -20 | -6 | -3 | -1.3 | -2.5
COc1ccc(C(=O)OCC(=O)N2CCCCC2)cc1[N+](=O)[O-] | 3 | -1 | -9 | -7 | 6 | -3 | -5 | -0.4 | -0.1
NC(=O)CSc1nnc(Cn2c(=O)sc3ccccc32)n1-c1ccccc1 | 1 | -5 | -12 | 2 | 3 | -4 | -7 | 1.0 | 1.3
COCCN(C(=O)CCCc1nc2ccccc2s1)c1c(N)n(CC(C)C)c(=O)[nH]c1=O | 14 | 12 | -5 | -3 | -4 | -5 | -6 | -0.2 | 0.3
O=[N+]([O-])c1ccc(C=NN2CCCCCC2)cc1 | 5 | -9 | -4 | · | -5 | -4 | · | · | ·
Cc1c(-c2ccccc2)n[nH]c1C(=O)N=Nc1c(O)[nH]c2ccccc12 | 0 | -5 | 13 | -3 | 13 | 2 | 3 | -0.3 | 0.4
CCOC(=O)C1CCCN(c2nc3ccccc3nc2NS(=O)(=O)c2ccc(C)cc2)C1 (stereo not given) | -3 | -3 | 3 | -3 | 2 | -2 | -13 | 2.3 | -2.3
Cc1nc2ccc(NS(=O)(=O)c3ccccc3F)cc2s1 | 11 | 9 | 5 | -11 | -5 | 1 | -1 | 5.8 | 6.2
Continuation:
SMILES | TAAR1 agonist | CHRM1 antagonist | TAAR1 antagonist | OXTR potentiator | CHRM1 PAM | M1 ag | CHO parental Ca | V1R ag counter | OXTR ag
CCN(CC)S(=O)(=O)c1ccc(OC)c(NC(=O)c2cc(=O)[nH]c3ccccc23)c1 | 6 | -10 | 0 | -1 | 16 | 3 | -19 | 0.5 | -1.2
COc1cccc(OCc2cc(C(=O)NCCN3CCCCC3CO)no2)c1 (stereo not given) | 1 | -6 | -20 | -3 | 9 | -7 | -1 | 0.6 | -0.1
CN1CCN(CC(=O)O)CC1 | 1 | -4 | 12 | -6 | -1 | -3 | 0 | 1.7 | -0.6
O=C(COc1ccccc1)Nc1cccc2nsnc12 | 17 | -4 | -6 | -5 | 5 | -5 | -22 | 0.2 | -2.3
O=C(N/N=C/c1ccc(-c2ccc([N+](=O)[O-])cc2)o1)c1cccnc1 | 7 | -7 | -20 | -5 | 6 | -3 | -28 | -1.8 | -1.2
COc1ccc(C)cc1NC(=O)CSc1nnc(-c2cc3cccc(OC)c3o2)n1N | 7 | -30 | 16 | -15 | -3 | -2 | -23 | 1.2 | 3.2
COc1cc(OC)c2ccc(=O)oc2c1C(CC(=O)N1CCOCC1)c1ccc(N(C)C)cc1 (stereo not given) | 2 | 0 | -11 | -3 | 5 | -2 | -6 | 0.5 | -0.6
O=C(NCCc1ccccc1)C1Cc2c(-c3ccccc3)ccnc2O1 (stereo not given) | 0 | -14 | 4 | · | 11 | 2 | · | · | ·

Compound profiles, from the list above. Order of values: TAAR1 agonist	CHRM1 antagonist	TAAR1 antagonist	OXTR potentiator	CHRM1 PAM	M1 ag	CHO parental Ca	V1R ag counter	OXTR ag
O=C(NCCc1ccccc1)C1Cc2c(-c3ccccc3)ccnc2O1 (stereo not given) across the screens: 0	-14	4	·	11	2	·	·	·
O=C(N/N=C/c1ccc(-c2ccc([N+](=O)[O-])cc2)o1)c1cccnc1 across the screens: 7	-7	-20	-5	6	-3	-28	-1.8	-1.2
